High-throughput results deposited in PubChem BioAssay by National Center for Advancing Translational Sciences (NCATS).
WRN inhibitor: inhibitors of human WRN helicase; hit rate 0.46% among 360,000; Potency, µM (top dose mostly 114 µM), for the others: top-dose activity change, negative = inhibition, actives largely listed as inhibitors; AID 651768; WRN helicase unwinding, fluorescent forked duplex, kinetic; Q14191; further: potency means the concentration at half of the fitted maximal effect; on the % scale 0 is the no-effect control and ±100 the full control effect; nearly all actives have a fitted effect of over 55% in size
Target sequence (Q14191 whole entry, looked up): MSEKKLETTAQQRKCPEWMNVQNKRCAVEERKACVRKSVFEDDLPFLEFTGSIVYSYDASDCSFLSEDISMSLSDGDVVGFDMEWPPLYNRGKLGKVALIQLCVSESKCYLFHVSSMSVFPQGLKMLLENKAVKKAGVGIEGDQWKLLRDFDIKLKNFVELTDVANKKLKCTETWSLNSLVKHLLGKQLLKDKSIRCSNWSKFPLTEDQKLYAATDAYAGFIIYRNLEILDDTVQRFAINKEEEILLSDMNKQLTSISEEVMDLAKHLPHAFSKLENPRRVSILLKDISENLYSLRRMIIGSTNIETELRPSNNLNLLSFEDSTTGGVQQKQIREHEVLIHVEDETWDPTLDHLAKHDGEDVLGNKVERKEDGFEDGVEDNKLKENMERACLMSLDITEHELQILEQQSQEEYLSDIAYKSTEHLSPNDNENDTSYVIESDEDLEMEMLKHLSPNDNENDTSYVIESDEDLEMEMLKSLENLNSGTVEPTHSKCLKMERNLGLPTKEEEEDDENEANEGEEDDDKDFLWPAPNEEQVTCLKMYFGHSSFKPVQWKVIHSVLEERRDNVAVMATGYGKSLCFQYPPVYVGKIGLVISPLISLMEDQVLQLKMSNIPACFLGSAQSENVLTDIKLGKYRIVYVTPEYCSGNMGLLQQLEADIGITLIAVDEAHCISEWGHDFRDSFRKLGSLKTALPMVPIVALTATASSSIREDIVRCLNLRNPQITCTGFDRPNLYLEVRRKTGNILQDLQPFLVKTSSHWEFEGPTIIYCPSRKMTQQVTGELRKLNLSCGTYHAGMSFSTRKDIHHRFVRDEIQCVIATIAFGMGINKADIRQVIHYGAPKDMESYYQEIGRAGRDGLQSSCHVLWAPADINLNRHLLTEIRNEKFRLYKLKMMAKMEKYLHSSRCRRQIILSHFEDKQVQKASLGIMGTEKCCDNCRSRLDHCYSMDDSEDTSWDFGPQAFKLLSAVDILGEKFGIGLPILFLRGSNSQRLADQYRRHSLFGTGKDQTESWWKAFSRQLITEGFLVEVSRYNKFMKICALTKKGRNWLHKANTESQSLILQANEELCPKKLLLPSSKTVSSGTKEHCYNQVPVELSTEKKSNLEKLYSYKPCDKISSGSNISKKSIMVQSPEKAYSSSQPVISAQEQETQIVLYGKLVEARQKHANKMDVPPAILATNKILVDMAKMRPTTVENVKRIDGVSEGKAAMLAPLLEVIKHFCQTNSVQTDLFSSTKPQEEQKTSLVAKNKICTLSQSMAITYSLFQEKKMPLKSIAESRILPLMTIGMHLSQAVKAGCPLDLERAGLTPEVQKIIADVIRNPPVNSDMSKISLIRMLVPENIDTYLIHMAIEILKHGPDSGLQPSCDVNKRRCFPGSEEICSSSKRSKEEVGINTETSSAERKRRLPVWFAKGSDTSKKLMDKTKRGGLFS
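Kinetic fluorescence helicase assay: unwinding of a quenched forked DNA duplex (100 nM final) with 2 mM ATP final raises red fluorescence (525/598 nm). Compounds sat 15 min at room temperature with 20 nM WRN beforehand.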
PLK1 PBD inh: blocks phosphopeptide binding to human PLK1 polo-box domain; P53350; Plk1 PBD binding of FITC phosphopeptide, fluorescence polarization; Potency, µM, for inactives: max response, negative = inhibition, hits mostly inhibitors; hit rate 2.8% among 360,000; further: potency means the concentration at half of the fitted maximal effect; series mostly up to about 57 µM; on the % scale 0 is the no-effect control and ±100 the full control effect; nearly all actives have a fitted effect of over 65% in size
EPAC2 ag: agonists of human EPAC2 (RAPGEF4) | Potency, µM (highest dose often 154 µM), for inactives: top-dose activation, actives largely listed as activators | AID 720711 | EPAC2 activation, biochemical qHTS; response scale: 100% = 6.5 mM cAMP response | hit rate 0.079% among 360,000 | Q8WZA2; further: potency means the concentration at half of the fitted maximal effect; nearly all actives have a fitted effect of over 50% in size
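Compounds were titrated in qHTS against a Rap1B-BODIPY-GDP (250 nM) complex with EPAC2 (100 nM) and GDP (50 uM). BODIPY-GDP release tracked at 480/540 nm over 30 min at room temperature, normalized to 6.5 mM cAMP.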
IL2 activator: IL-2 activation | IL-2 activation reporter assay, cell-based qHTS; stimulated with anti-CD3/CD4/CD28 beads; in transgenic mouse T cells | activation, % (series mostly up to about 46 µM) | hit rate 0.065% among 360,000 | AID 652025; in the data active means activation above about 50%; inconclusive means mostly about 30% to 49%; further: 0% is about no effect
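Unstimulated transgenic mouse T cells, 750 per well, received compound and, after 60 minutes, anti-CD3/anti-CD4 bead plus anti-CD28 stimulation. EGFP and DsRed were quantified after 18 hours.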
EPAC1 agonist: agonists of human EPAC1; O95398; EPAC1 agonist qHTS, biochemical assay; response scale: 100% = response to 6.5 mM cAMP; Potency, µM (series often up to 154 µM), for the others: top-dose activation, usual class: activators; hit rate 0.073% among 360,000; further: potency means the concentration at half of the fitted maximal effect; nearly all actives have a fitted effect of over 60% in size
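Normalized to 6.5 mM cAMP, activity reflects EPAC1-catalysed release of BODIPY-GDP from Rap1B, followed kinetically over 30 min at 480 nm excitation, 540 nm emission. Reaction contained 100 nM EPAC1, 250 nM Rap1B-BODIPY-GDP, 50 uM GDP.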
CCT modulator: modulators of cytosolic chaperonin (CCT/TRiC) activity; purified chaperonin ATPase assay, HTRF ADP detection, 30 min; activity change, % (test concentration not listed), hits read low; hit rate 0.3% among 360,000; AID 651819; in the data active means activity change below about -30%; further: on the % scale 0 is the no-effect control and ±100 the full control effect
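Enzyme 40 or 20 nM (batch-dependent) in Tris pH 7.4/KCl/MgCl2/DTT; cpd 76 uM single point; ATP 10 uM; 30 min 37 °C; Transcreener ADP HTRF detection, 30 min RT; ratio 665/615.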
EPAC1 antag: blocks human EPAC1 exchange factor; AID 720709; O95398; EPAC1 GEF assay, Rap1b-BODIPY-GDP exchange fluorescence; Potency, µM (series often up to 115 µM), inactives show at the highest dose activity change, negative = inhibition, actives largely listed as inhibitors; hit rate 0.14% among 360,000;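 further: potency means the concentration at half of the fitted maximal effect; plate controls were vehicle for no effect and positive control for full effect; nearly all actives have a fitted effect of over 50% in size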
PI5P4Ka inh: PI5P4K alpha (human) kinase inhibition | P48426 | PI5P4Kalpha enzyme, ADP-Glo luminescence, 60 min; hits give low values | max response, % | hit rate 1.2% among 330,000; active means max response of -50% or lower; inconclusive means between -30% and -50%; inactive means -30% or higher; further: value at the top dose of about 77 µM; on the % scale 0 is the no-effect control and ±100 the full control effect
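ADP-Glo luminescence end-point read after a 60 min room-temperature kinase reaction of PI5P4Kalpha plus substrate, initiated with ATP at 5 microM final. Buffer: 0.038 M HEPES pH 7.4, EGTA, 0.1% CHAPS, 5% DMSO.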
Numbers without * were called inactive; ? = inconclusive; / = not tested or not shown; [ ] = remark or other dose. Unless noted, the call rests on the fitted dose curve; in most records, active means well fitted curve in the direction sought with a large enough effect; inconclusive means small, poorly fitted or top-dose-only effect, or another doubt; inactive means no such curve, though single readings can be large; an effect the other way counts as inactive or inconclusive. This is a subset, so the mix of outcomes need not match the whole.

SMILES	WRN inhibitor	PLK1 PBD inh	EPAC2 ag	IL2 activator	EPAC1 agonist	CCT modulator	EPAC1 antag	PI5P4Ka inh
COc1ccc(C(=O)N2CCN(c3ccc([N+](=O)[O-])c(-n4nc(C)cc4C)c3)CC2)cc1	-9%[57.1 µM]	3%	-8%	1.9	-9%	-4.0	11%	-1
CN(C)C(=O)c1cccn(Cc2ccc(C(F)(F)F)cc2)c1=O	7%	-12%	6%	0.2	7%	-4.2	8%	-8
COc1ccc2sc(-c3ccc(N(C)C)cc3)c(C#CCO)c2c1	-2%	-4%	17%	-0.1	15%	0.3	-24%	36
O=C(NS(=O)(=O)c1ccccc1)c1cccc(Br)c1	6%	-20%	13%	-1.9	6%	1.8	-8%	-1
Cc1ccc(NC(=O)C2CCN(S(=O)(=O)c3ccc(N4CCCC4=O)cc3)CC2)cc1Cl	9%	-10%	-7%	-4.8	-11%	-7.4	-31%	3
CCN(CC)CCNC(=O)CCc1nnc2ccc(N3CCC(C)CC3)nn12	2%	-4%	2%	-0.1	-1%	-0.8	4%	-3
S=C(NC1CCCCC1)N1CCN(C2CCCCC2)CC1	8%	-9%	3%	-2.5	10%	-0.2	12%	7
CCc1ccc(NC(=O)C2CC(=O)N=C(N)S2)cc1 (centres undefined)	9%	?	-8%	-2.6	-6%	-1.5	12%	-9
CCOC(=O)C1=C(O)CSC1=Nc1ccc(C)cc1	4%	-6%	13%	-0.3	2%	3.4	-4%	6
Cc1nc(NC(=O)Nc2ccc(Cl)cc2)sc1C	-14%	0%	6%	0.4	0%	2.6	-8%	3
Cc1ccc(C)c(S(=O)(=O)N2CCCC2CNC(=O)C(=O)NCC2CCCO2)c1 (centres undefined)	-2%	-2%	7%	4.8	2%	-1.4	-17%	1
COc1ccc(Cl)cc1NC(=O)CN(C)C(=O)c1cn(-c2ccccc2)nc1-c1cccnc1	-15%	-7%	11%	-1.3	-15%	1.8	-29%	5
CCN1CCN(CCCNC(=O)CCC(=O)N2CCOc3ccc(Cl)cc32)CC1	8%	5%	-6%	3.8	-10%	0.8	?	-3
C/C=C/c1cc(CN2CCN(c3ccc(OC)cc3)CC2)c(O)c(OC)c1	-4%	-27%	9%	-1.4	9%	-1.0	-28%	4
CCc1nc2ccccc2c(=O)n1NC(=O)c1c(O)c2ccccc2n(CC)c1=O	-5%	-5%	-14%	-2.1	-5%	-1.5	-11%	5
O=C(NCC1CCCO1)C1CCCN1C(=O)Nc1ccccc1[N+](=O)[O-] (centres undefined)	6%	-1%	5%	0.8	1%	0.3	18%	-3
Cc1ccc(S(=O)(=O)N2CCOCC2)cc1C(=O)Nc1ccc2c(c1)OCCO2	1%	-7%	8%	0.9	-1%	-2.5	-12%	4
Nc1nonc1C(=O)N1CCCCC1	-6%	?	-5%	4.6	-1%	0.2	1%	-5
COc1ccc(N2CCN(S(=O)(=O)CCNC(=O)C34CC5CC(CC(C5)C3)C4)CC2)cc1	-4%[57.1 µM]	2%	3%	-3.8	5%	-3.5	-5%	11
Nc1c(Cl)ncnc1Nc1ccc(C(=O)O)cc1	2%	-6%	9%	0.5	4%	-1.8	-1%	-5

One compound at a time (already shown). Order of screens: WRN inhibitor	PLK1 PBD inh	EPAC2 ag	IL2 activator	EPAC1 agonist	CCT modulator	EPAC1 antag	PI5P4Ka inh
Cc1ccc(C)c(S(=O)(=O)N2CCCC2CNC(=O)C(=O)NCC2CCCO2)c1 (centres undefined) across the screens: -2%	-2%	7%	4.8	2%	-1.4	-17%	1
CCN1CCN(CCCNC(=O)CCC(=O)N2CCOc3ccc(Cl)cc32)CC1 across the screens: 8%	5%	-6%	3.8	-10%	0.8	?	-3
COc1ccc(C(=O)N2CCN(c3ccc([N+](=O)[O-])c(-n4nc(C)cc4C)c3)CC2)cc1 across the screens: -9%[57.1 µM]	3%	-8%	1.9	-9%	-4.0	11%	-1
Cc1ccc(S(=O)(=O)N2CCOCC2)cc1C(=O)Nc1ccc2c(c1)OCCO2 across the screens: 1%	-7%	8%	0.9	-1%	-2.5	-12%	4
CCc1ccc(NC(=O)C2CC(=O)N=C(N)S2)cc1 (centres undefined) across the screens: 9%	?	-8%	-2.6	-6%	-1.5	12%	-9

Continued.
SMILES	WRN inhibitor	PLK1 PBD inh	EPAC2 ag	IL2 activator	EPAC1 agonist	CCT modulator	EPAC1 antag	PI5P4Ka inh
CCCC[C@@H](CNC)NC[C@H](NCCCCC1CCCCC1)C(C)C	-4%	-18%	1%	-0.6	-7%	-1.1	-6%	-3
Cc1nc(N)sc1C(=O)OCC(C)C	0%	-1%	-3%	-0.5	1%	0.4	7%	3
CC(/C=C/c1ccco1)=N/NC(=O)C1COc2ccccc2O1 (centres undefined)	5%	-9%	-1%	-0.6	-6%	2.6	4%	-13
CCc1ccc(C(=O)OCC(=O)N(CCOC)c2c(N)n(Cc3ccccc3)c(=O)[nH]c2=O)cc1	2%	0%	3%	-1.1	-2%	0.5	16%	0
N#CCCn1cc(/C=N/O)c(-c2ccc(-c3ccccc3)cc2)n1	-7%	-8%	6%	-0.3	-3%	-3.2	-16%	0
O=C(O)CC(NC(=O)c1ccncc1)c1ccccc1 (centres undefined)	6%	-5%	8%	0.0	1%	-4.5	3%	0
COc1ccc(N2CCN(C(=O)c3ccc(C)c(NC(=O)C4=C(C)OCCS4)c3)CC2)cc1	4%	-18%	-5%	-3.3	12%	0.7	2%	-2
CCC(C)(C)NC(=O)C(c1ccc(C)cc1)N(CC1CCCO1)C(=O)CNC(=O)c1cccs1 (centres undefined)	-3%	-5%	3%	-2.1	-9%	0.2	-9%	/
O=C(CN(C(=O)CNC(=O)c1ccco1)c1ccc(F)cc1)NC1CCCCC1	-5%	-12%	4%	-0.1	3%	-1.6	-3%	2
CC(C(=O)NC1CCCCC1)N(Cc1ccccc1)C(=O)c1snc(C(N)=O)c1N (centres undefined)	0%	-11%	19%	-2.3	-4%	-3.7	3%	-1
CCOCCOC(=O)COC(=O)c1ccccc1NC(=O)c1ccccc1	-6%	-9%	12%	-0.1	23%	-2.0	4%	6
COc1cc(/C=C/C(=O)OCC(=O)Nc2cc(C)c(C)cc2[N+](=O)[O-])ccc1O	-8%	-12%	10%	-0.7	3%	1.9	16%	-2
COc1ccc(C(C)=O)cc1COC(=O)Cc1n[nH]c(=O)c2ccccc12	9%	-17%	6%	-0.3	5%	0.6	-24%	/
CN1CCN(C(=O)C2=NOC3(C2)C(=O)Nc2ccccc23)CC1 (centres undefined)	-5%	-6%	2%	0.8	-3%	1.4	5%	5
O=C(Nc1sc2c(c1C(=O)NCc1ccco1)CCCC2)c1ccc2c(c1)OCO2	-15%	-14%	17%	0.7	6%	-0.3	-3%	/
CCn1c(SCc2ccccc2)nnc1-c1cccs1	-3%	-13%	10%	-0.1	5%	-1.5	-2%	2
CC(C)c1ccc(NC2CCCN(C(=O)c3cccc4nccnc34)C2)cc1 (centres undefined)	-1%	-11%	8%	-2.1	-8%	-2.4	26%	-13
COCCNc1c([N+](=O)[O-])c(=O)n(-c2ccccc2)c2ccccc12	-1%	?	2%	-1.0	9%	0.0	11%	-10
CCC(C)(C)n1nnnc1C(C(C)C)N1CCN(C)CC1 (centres undefined)	-1%	2%	2%	-1.5	-5%	2.9	18%	/
CS(=O)(=O)N1CCCC(C(=O)N2CCOCC2)C1 (centres undefined)	-2%	-7%	7%	-1.6	5%	2.8	0%	/
CCOC(=O)c1c(C)sc(Sc2ccc(Cl)cc2[N+](=O)[O-])c1OC	-9%[57.1 µM]	-11%	-2%	0.0	13%	-1.8	-3%	2
COc1ccccc1Nc1ncc(C(=O)Nc2ccc(OC)c(OC)c2)c2ccccc12	-16%	-1%	-3%	1.2	0%	1.5	-4%	2
CCCCCN(C(=O)CCC(=O)OC(C)C(=O)Nc1ccccc1C)c1c(N)n(CCCC)c(=O)[nH]c1=O (centres undefined)	-1%	-1%	-10%	-0.9	-14%	-10	4%	2
Cc1nnc(SCC(=O)NC(C)(C)C)n1CCc1ccccc1	-7%	0%	5%	-0.6	1%	1.7	-1%	1
CC(C)(C)C(=O)N(Cc1ccc(Cl)cc1)c1cnccn1	-13%	3%	0%	-1.9	7%	-1.0	0%	9
O=C(Nc1ccccc1C(=O)N/N=C/c1ccncc1)c1ccccc1	-15%	-5%	0%	-1.9	-5%	-5.2	-8%	-4
O=C(Nc1ccccn1)c1cccc(S(=O)(=O)N2CCCc3ccccc32)c1	-10%	0%	27%	-0.3	11%	-0.6	5%	2
NC(=O)c1cc(S(=O)(=O)NCCCc2ccccc2)cs1	1%	27µM*	-2%	2.2	-1%	-0.9	10%	1
COc1cc(C(=O)NCC(=O)N/N=C/c2ccccn2)cc(OC)c1OC	-17%[57.1 µM]	-6%	-5%	-1.0	13%	0.7	13%	-1
Cc1ccc(/C(N)=N/OC(=O)CN(C)S(=O)(=O)c2ccc(C)cc2)cc1	-2%	3%	8%	-2.5	-7%	0.8	-4%	0
CC(=O)Nc1ccc(NS(=O)(=O)c2ccc(C)cc2)cc1[N+](=O)[O-]	2%	4%	-4%	-3.4	1%	-2.9	17%	-3
Cn1c(=O)[nH]c(=O)c2c1nc(NCCCn1ccnc1)n2Cc1ccccc1	13%	-1%	11%	0.8	8%	-0.9	-1%	2
CCN(CC(=O)Nc1ccc(NC(C)=O)cc1)C(=O)CN1C(=O)NC(C)(c2ccc3ccccc3c2)C1=O (centres undefined)	-10%	-8%	-3%	-0.4	4%	1.9	?	5
Cc1onc(-c2c(F)cccc2Cl)c1C(=O)NCCO	4%	2%	-1%	-0.3	4%	0.2	7%	3

3 entries from above, set out differently:
SMILES | WRN inhibitor | PLK1 PBD inh | EPAC2 ag | IL2 activator | EPAC1 agonist | CCT modulator | EPAC1 antag | PI5P4Ka inh
CCOC(=O)c1c(C)sc(Sc2ccc(Cl)cc2[N+](=O)[O-])c1OC | -9%[57.1 µM] | -11% | -2% | 0.0 | 13% | -1.8 | -3% | 2
COc1ccccc1Nc1ncc(C(=O)Nc2ccc(OC)c(OC)c2)c2ccccc12 | -16% | -1% | -3% | 1.2 | 0% | 1.5 | -4% | 2
CCCCCN(C(=O)CCC(=O)OC(C)C(=O)Nc1ccccc1C)c1c(N)n(CCCC)c(=O)[nH]c1=O (centres undefined) | -1% | -1% | -10% | -0.9 | -14% | -10 | 4% | 2
